TLR9-MyD88 block = blocks human TLR9 binding to MyD88. Q9NR96+Q99836. CHO BLA complementation TLR9-MyD88, CCF4 FRET ratio. inhibition, % at 4.98 µM. 340,000 compounds, 0.21% hits. AID 504734;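 active = inhibition above the mean over all tested compounds plus 3 SD, cut at about 21% in these data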;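 note: 0% = DMSO only wells and 100% = clavulanate BLA inhibitor control wells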
Target sequence (Q99836 whole entry, looked up): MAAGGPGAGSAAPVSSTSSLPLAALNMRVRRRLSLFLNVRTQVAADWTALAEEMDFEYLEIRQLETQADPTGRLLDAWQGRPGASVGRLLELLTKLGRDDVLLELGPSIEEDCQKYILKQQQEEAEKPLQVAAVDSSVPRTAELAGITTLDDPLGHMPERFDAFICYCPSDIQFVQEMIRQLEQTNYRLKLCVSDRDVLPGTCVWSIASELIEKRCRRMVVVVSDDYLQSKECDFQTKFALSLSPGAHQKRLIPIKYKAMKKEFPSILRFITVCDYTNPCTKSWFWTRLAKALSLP
Target sequence (Q9NR96 whole entry, looked up): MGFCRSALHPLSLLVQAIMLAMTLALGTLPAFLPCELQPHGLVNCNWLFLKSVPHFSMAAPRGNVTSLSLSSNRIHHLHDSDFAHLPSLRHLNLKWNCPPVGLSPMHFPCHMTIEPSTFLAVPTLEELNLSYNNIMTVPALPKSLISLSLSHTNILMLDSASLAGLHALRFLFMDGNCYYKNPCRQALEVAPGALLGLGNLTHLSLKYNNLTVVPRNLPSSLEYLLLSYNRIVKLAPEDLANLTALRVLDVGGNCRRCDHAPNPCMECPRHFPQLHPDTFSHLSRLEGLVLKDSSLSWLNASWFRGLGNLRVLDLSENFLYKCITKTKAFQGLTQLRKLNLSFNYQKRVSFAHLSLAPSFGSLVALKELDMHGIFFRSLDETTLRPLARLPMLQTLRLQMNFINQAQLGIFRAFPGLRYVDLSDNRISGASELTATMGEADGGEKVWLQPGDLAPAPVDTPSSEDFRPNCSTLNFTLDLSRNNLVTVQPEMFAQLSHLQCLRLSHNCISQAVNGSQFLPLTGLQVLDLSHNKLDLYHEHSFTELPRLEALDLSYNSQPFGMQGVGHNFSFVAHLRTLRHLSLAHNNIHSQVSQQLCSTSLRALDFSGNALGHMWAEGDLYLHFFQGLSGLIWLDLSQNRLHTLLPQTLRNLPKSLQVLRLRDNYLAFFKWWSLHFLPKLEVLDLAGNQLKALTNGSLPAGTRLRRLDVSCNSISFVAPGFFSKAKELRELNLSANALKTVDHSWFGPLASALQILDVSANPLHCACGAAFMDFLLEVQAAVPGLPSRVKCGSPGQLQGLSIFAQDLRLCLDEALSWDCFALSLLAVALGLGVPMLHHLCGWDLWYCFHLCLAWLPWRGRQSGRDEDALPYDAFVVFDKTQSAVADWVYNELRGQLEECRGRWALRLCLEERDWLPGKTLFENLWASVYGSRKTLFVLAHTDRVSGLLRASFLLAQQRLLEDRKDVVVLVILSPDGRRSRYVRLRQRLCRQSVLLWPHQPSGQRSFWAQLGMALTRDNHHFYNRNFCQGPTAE
NOD2-RIPK2 inh = NOD2-RIPK2 protein interaction inhibition; O43353; CHO BLA complementation NOD2-RIPK2, CCF4 ratio; inhibition, % at 4.98 µM; 360,000 compounds, 0.38% hits; AID 624267; in the data active = inhibition above about 21%;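 note: 0% = vehicle only and 100% = reference blocker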
TROY NFkB inh = TROY signaling inhibition | Q293 LMP1-TROYcd NF-kB luciferase reporter, 4 h | AID 1347056 | inhibition, % at 10 µM | 360,000 compounds, 0.98% hits;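 active = compounds whose plate-normalised and pattern-corrected inhibition of the luciferase reporter signal at the single screening dose is 50% or more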
NCOA2 inhibitor = inhibits human steroid receptor coactivator 2 | Q15596 | HEK293 GAL4-SRC2 luciferase reporter, luminescence | inhibition, % at 9 µM | 370,000 compounds, 0.17% hits;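 active = inhibition above the mean inhibition of all tested compounds plus 3 SD, set per campaign, cut at about 52% in these data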;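 note: 0% = DMSO treated cells and 100% = cells given Gossypol at 36 µM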
COUP-TFII inh = inhibitors of human COUP-TFII (NR2F2) | HEK293T NGFI-A luciferase reporter, luminescence | 370,000 compounds, 0.7% hits | inhibition, % at 8.6 µM;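 active = inhibition above a per-plate cutoff, mean inhibition of test wells between control levels plus 3 SD, cut at about 38% in these data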;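 note: cells cotransfected with COUP-TFII expression vector driving the NGFI-A reporter; 0% = median of COUP-TF2 test wells and 100% = reporter-only cells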
NCOA1 inh = inhibitors of human steroid receptor coactivator 1 (SRC1); HEK293 GAL4-SRC1 luciferase reporter, luminescence; inhibition, % at 3.6 µM; 360,000 compounds, 0.12% hits; AID 588354;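 active = inhibition above the campaign mean plus 3 SD, with each screening campaign given its own cutoff, cut at about 60% in these data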;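 note: 0% = DMSO treated cells and 100% = gossypol at 36 µM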
LRH-1 inv ag = inverse agonists of human LRH-1 (NR5A2). inhibition, % at 3.6 µM. O00482. 360,000 compounds, 0.13% hits. AID 602396. HEK293T StAR-luciferase reporter, LRH-1 transfected, 24 h;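 active = inhibition above the mean inhibition of all tested compounds plus 3 SD, cut at about 73% in these data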;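 note: 0% = DMSO wells and 100% = reporter-only cells lacking LRH-1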
LMP1 NFkB inh = reduces LMP1-driven NF-kappaB luciferase signal | LMP1-induced NF-kappaB luciferase reporter cells, luminescence | inhibition, % at 12.5 µM | AID 504558 | 350,000 compounds, 0.69% hits; in the data active = inhibition above about 41%;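 note: 0% = neutral control wells and 100% = reference inhibitor control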
C8 TRAIL sens = sensitizes caspase-8 expressing cells to TRAIL. NB7+C8 cells + TRAIL, ATPlite viability luminescence. inhibition (viability loss, TRAIL sensitization), % at 10 µM. 360,000 compounds, 1% hits. AID 624354;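 active = compounds causing at least 50% loss of cell viability in the single-dose screen, relative to plate controls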
SRC3 inh = human NCOA3 inhibition; inhibition, % at 3.6 µM; AID 588352; HEK293 GAL4-SRC3 luciferase reporter, luminescence; 360,000 compounds, 0.17% hits;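 active = inhibition above a per-campaign cutoff, the mean of all compounds plus 3 SD, cut at about 60% in these data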;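 note: 0% = DMSO-treated cells and 100% = gossypol-treated cells at 36 µM; higher means less SRC3-driven luciferase light from the GAL4 reporter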
TWEAK-Fn14 inh = blocks TWEAK-Fn14 interaction in a reporter cell assay. TWEAK-stimulated Fn14 reporter cells, luciferase luminescence, 8 h. inhibition, % at 10 µM. 360,000 compounds, 2% hits; in the data active = inhibition above about 50%
Starred values were filed as active, the others as inactive; nt = no result given. An excerpt (hit frequency here may not be typical).

nr	structure	TLR9-MyD88 block	NOD2-RIPK2 inh	TROY NFkB inh	NCOA2 inhibitor	COUP-TFII inh	NCOA1 inh	LRH-1 inv ag	LMP1 NFkB inh	C8 TRAIL sens	SRC3 inh	TWEAK-Fn14 inh
1	CCOc1ccc(-c2[nH]ncc2-c2csc(C)n2)c(O)c1	6	-11	8	19	10	10	17	29	-5	7	20
2	O=C(c1ccc(OC2CCN(Cc3ccc(C(F)(F)F)cc3)CC2)cc1)N1CCCCC1	3	-8	10	26	5	14	-6	7	7	-11	15
3	CC(=O)NCCc1ccc(C(=O)COC(=O)c2ccco2)cc1	2	3	9	-29	-13	-10	-16	-11	10	-44	56*
4	CN(C1CC(C)(C)N(O)C(C)(C)C1)S(=O)(=O)CC12CCC(CC1=O)C2(C)C (configuration not stated)	4	0	-3	3	-8	-3	2	-14	-10	4	-1
5	COc1ccc(-c2nnc(SCC(=O)NC3CC3)o2)cc1	2	-6	-16	-33	-13	-26	-27	-5	3	-15	-11
6	c1ccc(CN2CCN(CCN3CCn4c3nc3ccccc34)CC2)cc1	6	3	2	18	6	-12	2	-4	11	9	0
7	CC(NC(=O)CCc1nnc(-c2ccc(-c3ccccc3)cc2)o1)c1nc2ccccc2[nH]1 (configuration not stated)	7	5	4	67*	35	-20	4	18	6	-7	46
8	O=C(NCCC1=CCCCC1)c1ccc(Cl)c([N+](=O)[O-])c1	-14	-9	-62	-48	-19	-50	-37	0	-2	-36	-14
9	CCOC(=O)Cn1nc(C)c(NC(=O)COc2ccc(OC)cc2)c1C	3	-10	12	19	16	-12	-8	-4	0	4	18
10	CC(C)Cc1ccc(-c2cc3nc(NCCc4ccc(S(N)(=O)=O)cc4)ccn3n2)cc1	nt	7	3	-27	-47	-59	-90	nt	21	-42	54*
11	COC(=O)[C@@H](NC(=O)c1cc(COc2cncc(Cl)c2)on1)c1ccccc1	-4	-5	-29	-18	1	0	-30	-23	-14	-22	-4
12	Cc1cc(OCCCC(=O)NCCN2C(=O)S/C(=C\c3cccnc3)C2=O)ccc1Cl	12	-2	44	-14	-9	-5	11	12	22	8	48
13	CC1CC(C)CN(S(=O)(=O)c2cccc3cccnc23)C1 (configuration not stated)	5	-2	-12	3	16	6	2	-7	-13	18	-11
14	CCN(CC(=O)Nc1ccc2c(c1)OCCO2)C(=O)c1ccc(C(F)(F)F)cc1	4	-7	-35	-43	-44	-99	-79	-28	10	-50	-4
15	CCn1c2c(c(=N)c3c1CCC3)CCCC2	nt	-5	-36	-11	15	-2	-2	nt	15	-15	16
16	COc1ccc(CCNC(=O)COc2ccc(N(C)S(=O)(=O)c3ccc(C)cc3)cc2)cc1OC	4	-4	1	17	6	4	-2	5	5	14	0
17	O=C(OCc1ccc(Cl)cc1Cl)c1ccncc1	-2	-1	15	-11	-23	4	-8	-3	-12	15	7
18	CCc1nc2ccc(C(=O)NC3CCN(Cc4ccccc4)CC3)cn2c1N(CC)Cc1cccc(Br)c1	nt	-2	19	-27	5	10	-16	nt	45	-10	-3
19	Oc1ccc(N=Nc2n[nH]c(-c3ccc(Cl)cc3)n2)cc1	-15	-2	-20	-29	-4	-1	-18	-19	11	12	-9
20	CC(=O)Nc1sc2c(c1C#N)CCCCC2	-10	1	15	-14	-15	-11	-3	-12	0	-23	19
21	O=C(O)c1ccc(N=N/C(=N\Nc2ccc(C(=O)O)cc2)c2ccccc2)cc1	2	-4	-41	-7	5	-21	-34	-4	-1	-28	-13
22	CCOc1ccc(S(=O)(=O)N2CCOCC2)cc1NC(=O)CSC(=S)N1CCCC1	6	-4	30	-13	17	-1	22	1	5	-4	-20
23	O=C(OCCCN=C1NS(=O)(=O)c2ccccc21)c1cccs1	-6	3	13	-19	-1	5	6	-3	-8	3	-1
24	Cc1oc2c(c(C)cc3oc(=O)c(CC(=O)NCCC(=O)O)c(C)c32)c1C	-6	-4	-38	-23	-26	-4	6	-12	-6	11	-12
25	COc1cc(C)ccc1S(=O)(=O)NC(=O)Cn1nnc(COc2ccc3c(c2)CCCC3)c1C	nt	1	-4	-11	0	-1	-18	nt	-29	-11	-5
26	CN(C)CCNC(NC(=O)c1cccs1)C(Cl)(Cl)Cl (configuration not stated)	-2	-10	3	12	4	2	-3	-13	-14	9	3
27	C/C=C(\C)CN1CCN(c2cc(C)ccc2C)CC1	-6	-5	-23	7	-1	-6	-1	-9	9	-1	-4
28	COc1ccc(C(=O)n2ncc(C#N)c2N)cc1	0	-6	11	7	-2	1	0	-2	-7	2	15
29	Cc1nc(C)n(C(C)CNC(=O)c2cccc(Br)c2)n1 (configuration not stated)	-2	-3	5	-7	12	-11	-7	5	-13	4	-16
30	CCOC(=O)c1ccc(OC(=O)CCCCCN=C(N)N)cc1	-1	-8	-10	-2	1	-18	2	0	5	-3	-6
31	Cc1cc2nc(Cl)c(Cl)nc2cc1C	6	-9	-18	3	10	0	16	-8	-8	-8	-17
32	N#C/C(=C\c1ccc(N2CCCCC2)c([N+](=O)[O-])c1)c1nn(-c2ccccc2)c(N)c1C#N	-1	-3	0	-17	4	-7	13	4	16	-9	-20
33	COc1ccccc1N(C)S(=O)(=O)c1ccc(C(=O)O)cc1	-9	8	0	-21	-18	-4	1	-4	-9	9	-8
34	CC(=O)Nc1ccc(NC(=O)CS(=O)(=O)c2cn(CC(=O)N3CCCCC3)c3ccccc23)cc1	-5	-3	-20	0	12	8	-7	6	-2	13	-8
35	COC(=O)COc1ccc(/C=C2/NC(=O)N(CC(=O)OC)C2=O)cc1	10	-8	12	-11	2	17	-3	-5	-9	12	3
36	CN(C)C(CNC(=O)c1cccc(S(=O)(=O)Nc2ccccc2Cl)c1)c1ccco1 (configuration not stated)	-5	-6	-11	11	-11	-9	6	7	3	22	2
37	Cc1cc(C)n2nc(CC#N)c(C#N)c2n1	-6	1	-4	2	4	7	-3	2	1	-4	-13
38	CN(CC(=O)Nc1cccc(F)c1)C(=O)c1cn(-c2ccccc2)nc1-c1ccc(F)cc1	-4	1	-4	-11	8	1	11	-11	1	-11	-4
39	Cc1cc2ccccc2n1CCNC(=O)Cc1cccc2ccccc12	0	-6	16	-25	19	10	-2	-4	-7	-2	11
40	O=c1c2[nH]c3ccc(F)cc3c2ncn1CCCN1CCOCC1	3	-7	-13	-3	-1	-3	-9	1	-18	12	6
41	CN(C)c1ccc2c(c1)Sc1cc(N(C)C)ccc1N2C(=O)c1ccccc1	-4	-2	12	-35	15	-2	40	-2	18	-3	-6
42	CC(=O)c1c(C)[nH]c(C(=O)OCn2nnc3ccccc3c2=O)c1C	-3	-3	6	-33	1	4	10	1	15	6	25
43	COC(=O)c1cc(NS(=O)(=O)c2ccc(NC(C)=O)cc2)cc(C(=O)OC)c1	-3	-1	-9	2	-4	13	-11	-3	-7	-12	-4
44	CN1CCN(C(=O)Cn2c(=O)oc3cc(S(=O)(=O)NCc4ccccc4)ccc32)CC1	2	13	0	-42	11	15	-7	-9	9	-25	14
45	Cc1ccc(N2C(=O)C3C4CCC(O4)C3C2=O)c(OC(F)F)c1 (configuration not stated)	-9	-17	-14	9	-4	-6	8	-2	-4	7	3
46	COc1ccc(C(=O)NC(C)c2csc(C)n2)cc1OC1CCN(C(C)=O)CC1 (configuration not stated)	8	6	-15	-35	-9	8	-1	-1	-15	-2	18
47	COc1ccccc1C(=O)NNC(=O)CCCN1C(=O)/C(=C/c2cccs2)SC1=S	-5	-7	-17	14	4	-2	3	23	-9	8	-9
48	O=C1CSC(=S)N1N=Cc1ccccc1O	1	-9	-3	2	-1	-14	-1	-4	-14	-18	-38
49	Cc1c(C(=O)Nc2cccnc2Cl)oc2ccccc12	3	2	-54	-54	2	-120	-67	-50	13	-85	13
50	COc1ccc2c(CC(=O)OCC(=O)Nc3ccc(C)cc3)coc2c1	-1	6	4	11	-2	-14	-26	1	-1	1	-6
51	CC1=Nc2ccccc2N=C(NC(=O)c2ccccc2)C1c1ccc(Cl)cc1 (configuration not stated)	-7	-7	-3	-7	37	0	1	19	2	18	0
52	CCOC(=O)c1[nH]c2ccccc2c1NC(=O)CC(C)C	9	-7	-10	-31	-17	4	13	-4	-17	-27	-4
53	COc1ccc(C2(C)NC(=O)N(CC(=O)NC3CC3)C2=O)cc1 (configuration not stated)	-2	-9	-3	-10	4	-9	0	-2	-21	5	4
54	Cc1ccc(NC(=O)CSc2nnnn2C)cc1S(=O)(=O)N(C)C	3	2	-9	-45	-12	7	-16	-25	-2	7	-1
55	O=C(c1ccccc1)c1ccc(COC(=O)c2cnccn2)cc1	10	6	-1	-32	-15	1	16	-16	9	16	-10
56	CC(CC1CC(C)(C)OC1=O)C(=O)Nc1nncs1 (configuration not stated)	2	11	4	2	-20	-25	8	18	6	-10	-1
57	Cc1cc2ccccc2n2c(SCC(=O)N3CCc4ccccc4C3)nnc12	0	5	2	2	-12	-1	1	5	27	-2	7
58	COc1cccc(CN(C)S(=O)(=O)c2c(C)noc2C)c1OC	0	-7	-5	-8	14	5	12	-6	1	5	-14
59	COc1ccccc1-n1c(SC(C)C(=O)NCC2CCCO2)nc2cc(Cl)ccc2c1=O (configuration not stated)	-7	1	-9	9	-7	-4	9	11	-9	-6	15
